Source: PubChem
GFP derepression – epigenetic GFP locus derepression in mouse cells; mouse C127i GFP locus derepression, cytometry, 30 h; Potency, µM (top dose mostly 46.1 µM), without a hit: at the top dose GFP derepression (activation); 68,000 tested, 0.09% active; AID 597; also: % of control where 0% means no effect
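Locus derepression in mouse mammary C127i cells whose integrated CMV-GFP reporter is normally silent; GFP expression after 30 h compound treatment was quantified by counting fluorescent cells.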
CRE-bla Fsk – CRE-bla signaling modulation under forskolin stimulation; Potency, µM (highest dose often 38.2 µM), for the others: top-dose activity change, negative = inhibition, most hits filed as activators; 71,000 tested, 2.5% active; CHO CRE-bla reporter (cAMP response element driving beta-lactamase), forskolin EC10, beta-lactamase ratio; active = well fitted activation curve with a large enough effect in the signal ratio, with a control signal flat, not every such curve was filed as active; inconclusive = small, poorly fitted or top-dose-only effect, or effect the other way, or a change in a side signal; the % refers to the signal ratio; also: potency is read from the fitted curve at half-maximal effect; % of control where 0% means no effect
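The 460nm/530nm emission ratio after CCF4 loading defined %Activity, from which AC50 values were obtained. CRE-bla CHO cells received compound dilution series together with an EC10 level of NKH 477 for 3 hours at 37 degrees Celsius.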
HBB splice mod – hemoglobin beta splicing modulation | AID 925 | HBB splicing reporter cell assay, activation; EGFP reporter with mutant IVS2-654 intron; response scale: normalised to 500 nM splice-correcting PNA | Potency, µM (titrated, usually from 46.1 µM), for the others: top-dose activation, most hits filed as activators | 65,000 tested, 0.06% active; also: potency is read from the fitted curve at half-maximal effect; 0% is about no effect
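HeLa cells stably expressing EGFP interrupted by mutant beta-globin intron 2 (IVS2-654), 500/well in 2% FCS. Treated with compound for 2 days at 37C. Splicing correction scored as total well GFP intensity (488 nm excitation, 500-520 nm emission); 500 nM antisense PNA served as control.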
USP2a inhib – USP2a (human) protease inhibition; O75604; USP2a enzymatic assay, qHTS inhibition; Potency, µM (titrated, usually from 38.3 µM), for the others: top-dose activity change, negative = inhibition, actives largely listed as inhibitors; 60,000 tested, 0.1% active; AID 927;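 also: potency is read from the fitted curve at half-maximal effect; nearly all actives have a fitted effect of over 60% in size; plate controls were DMSO for no effect and NEM full inhibition control for full effect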
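20 nM USP2 core + cpd, 30 min RT; add 20 nM Ub-PLA2/20 uM NBD C6-HPC; read Ex460/Em535 at 0 h and 2.5 h. Normalized to NEM; qHTS curve fit/classification.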
BRCT PPI red – inhibitors of human BRCA1 BRCT-phosphoprotein interaction (red fluorophore); BRCT-phosphopeptide binding, red fluorescence polarization; Potency, µM (titrated, usually from 76.9 µM), inactives show top-dose activity change, negative = inhibition, hits mostly inhibitors; 75,000 tested, 0.03% active; AID 892; also: % is scaled to controls: 0 for no effect and ±100 for the full control effect
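Fluorescence polarization: 100 nM His-tagged BRCA1 BRCT with 100 nM TAMRA-labelled phospho-BACH1 decapeptide, phosphate buffer pH 7.3 with 150 mM NaCl, DTT, 0.01% Tween 20; 12 min RT. Binding inhibition seen as FP decrease.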
Hsp90 Hop PPI – changes Hsp90-Hop TPR2A binding signal, up or down; AlphaScreen TPR2A-His6 binding biotin-Hsp90 C-terminal peptide; Potency, µM (titrated, usually from 57 µM), inactives show top-dose activity change, negative = inhibition; 71,000 tested, 0.44% active; active = well fitted curve in either direction with a large enough effect; inconclusive = small, poorly fitted or top-dose-only effect, or another doubt; also: potency is read from the fitted curve at half-maximal effect; % is scaled to controls: 0 for no effect and ±100 for the full control effect; many of its hits are not listed in these tables
ALOX15 inhib – 15-hLO (ALOX15) enzyme inhibition; Potency, µM (highest dose often 57.1 µM), inactives show at the top dose activity change, negative = inhibition, most hits filed as inhibitors; P16050; purified 15hLO-1, xylenol orange hydroperoxide absorbance; 74,000 tested, 1.4% active; also: potency is read from the fitted curve at half-maximal effect; % is scaled to controls: 0 for no effect and ±100 for the full control effect; nearly all actives have a fitted effect of over 55% in size
Target sequence (P16050 whole entry, looked up): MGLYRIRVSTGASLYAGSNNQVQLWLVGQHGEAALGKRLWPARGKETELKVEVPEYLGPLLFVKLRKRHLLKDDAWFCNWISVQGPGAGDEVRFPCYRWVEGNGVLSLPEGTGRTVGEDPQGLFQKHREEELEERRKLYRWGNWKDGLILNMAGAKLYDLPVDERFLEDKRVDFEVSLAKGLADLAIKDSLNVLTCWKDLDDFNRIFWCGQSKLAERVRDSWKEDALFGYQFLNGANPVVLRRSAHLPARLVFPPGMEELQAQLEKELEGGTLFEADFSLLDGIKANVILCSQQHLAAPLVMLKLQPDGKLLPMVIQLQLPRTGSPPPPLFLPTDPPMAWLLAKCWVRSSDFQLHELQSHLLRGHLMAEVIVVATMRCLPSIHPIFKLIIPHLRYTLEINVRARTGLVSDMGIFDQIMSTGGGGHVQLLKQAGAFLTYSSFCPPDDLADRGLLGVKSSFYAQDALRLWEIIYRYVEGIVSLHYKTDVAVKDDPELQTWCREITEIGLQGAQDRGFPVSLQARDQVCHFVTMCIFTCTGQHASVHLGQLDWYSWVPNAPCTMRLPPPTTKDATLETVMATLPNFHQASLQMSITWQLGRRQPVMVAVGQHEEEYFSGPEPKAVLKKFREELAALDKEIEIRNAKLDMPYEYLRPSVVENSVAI
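Readout: Fe(III)-xylenol orange absorbance, 573-to-405 nm ratio as reaction progress. Enzyme 40 nM purified human 15hLO-1, substrate 50 uM arachidonic acid, 6 min RT after 15 min compound preincubation; Hepes pH 7.5 buffer with Triton X-100.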
UbGFP stabilizer – ubiquitin-GFP accumulation via proteasome inhibition. Ubiquitin-GFP reporter cells, proteasome inhibition, GFP fluorescence; response scale: untreated = 0%, 10 µM MG-132 = 100%. Potency, µM (top dose mostly 45.9 µM), for the others: at the highest dose activation (GFP accumulation), actives largely listed as activators. 67,000 tested, under 10 active. AID 526; active = well fitted activation curve with a large enough effect, not every such curve was filed as active; inconclusive = small, poorly fitted or top-dose-only effect, or another doubt; inactive = no such curve, though single readings can be large or run the other way; also: potency is read from the fitted curve at half-maximal effect
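Reporter cells (U2OS, ubiquitin-G76V-GFP fusion) are plated overnight, then treated 4 hr at 37 °C with compound titrations from 46 uM down to 2.9 nM. Activity is scaled against untreated cells and 10 uM MG-132.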
BRCT inh green – inhibitors of human BRCA1 BRCT-phosphoprotein interaction (green fluorophore) | P38398 | BRCA1 BRCT-phosphopeptide binding, green fluorescence polarization | Potency, µM (highest dose often 76.9 µM), inactives show top-dose activity change, negative = inhibition, actives largely listed as inhibitors | 75,000 tested, 0.05% active | AID 875;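 also: potency is read from the fitted curve at half-maximal effect; plate controls were peptide without protein for full effect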
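Fluorescence polarization: His-tagged BRCT (~35 kDa BRCA1 C-terminus, 250 nM) bound to 100 nM fluorescein-labeled phosphorylated 10-aa BACH1 peptide, pH 7.3 phosphate buffer with DTT and Tween 20. Compounds incubated 12 min at room temperature; inhibition read as lowered polarization.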
Pol III holo inh – blocks replication by bacterial DNA polymerase III holoenzyme; Potency, µM (top dose mostly 57.1 µM), inactives show top-dose activity change, negative = inhibition; AID 603; reconstituted DNA polymerase III holoenzyme replication, biochemical; 71,000 tested, 0.25% active; also: potency is read from the fitted curve at half-maximal effect; % is scaled to controls: 0 for no effect and ±100 for the full control effect
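Reconstituted *E. coli* holoenzyme (0.35 nM Pol III, 1 nM beta, 154 nM SSB, 2 nM primase) was preincubated with compound for 15 min at RT. Synthesis on 1.4 nM ssM13Gori ran 35 min, then was stopped with PicoGreen/EDTA and read as dsDNA fluorescence.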
HADH2 inh – inhibitors of human HADH2 dehydrogenase | AID 886 | Q99714 | Potency, µM (doses to about 57.1 µM), for the others: top-dose activity change, negative = inhibition, usual class: inhibitors | recombinant HADH2, NADH fluorescence, beta-hydroxybutyryl-CoA | 73,000 tested, 3.4% active; also: potency is read from the fitted curve at half-maximal effect; % is scaled to controls: 0 for no effect and ±100 for the full control effect; nearly all actives have a fitted effect of over 60% in size; many of its hits are not listed in these tables
Target sequence (Q99714 whole entry, looked up, one chain of several): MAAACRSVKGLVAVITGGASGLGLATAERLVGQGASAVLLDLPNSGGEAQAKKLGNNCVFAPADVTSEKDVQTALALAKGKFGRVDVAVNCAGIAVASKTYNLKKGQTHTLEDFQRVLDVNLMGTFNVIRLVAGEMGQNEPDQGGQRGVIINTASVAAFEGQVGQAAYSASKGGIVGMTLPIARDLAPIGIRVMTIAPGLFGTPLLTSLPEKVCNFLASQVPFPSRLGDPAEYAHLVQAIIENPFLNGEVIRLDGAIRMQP
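Buffer 100 mM Tris-HCl pH 9.0/0.01% Tween-20; HADH2 20 nM; NAD+ 1 mM; beta-hydroxybutyryl-CoA 90 uM (all final). 15 min cpd preincubation, RT.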
The depositor's hits bear a star; ? = inconclusive; . = not tested or not shown; [ ] = another dose, or the depositor's remark. Unless noted, calls follow the shape of the dose curve; as a rule, active = well fitted curve in the direction sought with a large enough effect; inconclusive = small, poorly fitted or top-dose-only effect, or another doubt; inactive = no such curve, though single readings can be large; an effect the other way counts as inactive or inconclusive. These rows are one share of the data (hit frequency here may not be typical).

SMILES	GFP derepression	CRE-bla Fsk	HBB splice mod	USP2a inhib	BRCT PPI red	Hsp90 Hop PPI	ALOX15 inhib	UbGFP stabilizer	BRCT inh green	Pol III holo inh	HADH2 inh
CCCS(=O)(=O)N1CCN(C(=O)c2ccc(-c3ccccc3)cc2)CC1	-2%	-28%[7.6 µM]	-3.6%[0.0738 µM]	16%[7.66 µM]	-0.1%	-2%[11 µM]	5%[11.4 µM]	6%[9.17 µM]	0.7%	-4%[11.4 µM]	-1%[11.4 µM]
c1ccc2c(c1)-c1ccccc1C2N1CC2CCC(CC2)C1	3%[9.22 µM]	11%[7.6 µM]	3.3%[9.22 µM]	.	-0.9%[15.4 µM]	2%[11 µM]	-2%[11.4 µM]	-4%[9.17 µM]	-0.9%[15.4 µM]	-9%[11.4 µM]	18%[11.4 µM]
COc1ccc(CCNC(=O)CCn2c(=O)oc3ccccc32)cc1	.	-7%	-0.6%	.	0.4%	-4%	2%	-7%	0.5%	-8%	-6%
O=S(=O)(NCCSc1ccccc1)c1cccs1	-4%	?	-1.3%[0.0738 µM]	8%[7.66 µM]	-0.9%	-3%[11 µM]	-3%[11.4 µM]	3%[9.17 µM]	-1.0%	1%[11.4 µM]	7%[11.4 µM]
O=C(CN1C(=O)C2CC=C(Cl)CC2C1=O)NCc1ccccc1 (configuration not stated)	-4%	?	1.8%[0.0738 µM]	5%[7.66 µM]	-0.3%	-4%[11 µM]	-10%[11.4 µM]	-17%[9.17 µM]	-5.6%	-5%[11.4 µM]	?
O=C(NCC(c1cccnc1)N1CCN(c2ccccc2F)CC1)c1cccc(Cl)c1 (configuration not stated)	0%	-10%	-2.9%	21%	0.4%	0%	8%	0%	-1.5%	-2%	6%
CC(=O)c1cccc(NC2c3ncccc3C(=O)N2Cc2ccco2)c1 (configuration not stated)	-3%	-5%	0.5%	-10%	0.9%	-6%	-21%	-4%	-1.9%	-12%	?
CCCS(=O)(=O)NCCc1cc2c(OC)ccc(OC)c2[nH]c1=O	4%	?	-0.4%	-8%	0.2%	?	7%	4%	-3.3%	-1%	0%
CCOC(=O)C(CC)Sc1nc2c(c(=O)[nH]c(=O)n2C)n1CCc1ccccc1 (configuration not stated)	-2%	?	0.8%[0.369 µM]	6%	-0.8%	-2%	-9%	.	-0.8%	-2%	?
NC(=O)c1ccsc1NC(=O)C1CCCN1S(=O)(=O)c1ccc(Cl)cc1 (configuration not stated)	0%	?	2.3%[1.84 µM]	37%[activator]	-0.1%	-3%	-7%	19%	0.1%	-3%	?
O=C(CSc1nnc(-c2ccc(O)cc2)n1Cc1ccco1)c1cccs1	0%	-15%	0.1%	36%[activator]	-0.4%	-10%	?	2%	-0.7%	-1%	?
CO[C@@H]1COC(=O)[C@H](C)NC(=O)[C@@H](C)COC(=O)[C@H](C)NC(=O)C/C=C\[C@H]1C	.	.	1.0%[9.22 µM]	.	2.2%[15.4 µM]	.	5%[11.4 µM]	.	-1.5%[15.4 µM]	.	-1%[11.4 µM]
Clc1ccc(SCCn2cncn2)cc1	-3%	?	-0.4%	5%	-0.3%	-3%	1%	2%	-1.3%	-4%	-4%
Cc1sc2nc(CN3CCOCC3)nc(Oc3ccc(NC(=O)c4ccco4)cc3)c2c1C	2%	3.2µM*	0.0%[57.5 µM]	32%[activator]	0.0%	-5%	?	-6%	4.7%	-2%	7%
COc1ccc(OC)c(C(=O)c2oc3ccccc3c2NC(C)=O)c1	-1%	10%	0.6%[57.5 µM]	.	-3.5%	-2%	-6%	-1%	-0.8%	-17%	4%
O=C(Oc1ccccc1)N1CCC2(CC1)CCN(c1ccccc1)CC2	0%[9.22 µM]	-3%	2.3%	0%	0.7%	-5%	-4%	3%	0.9%	-4%	-7%
O=C(CCN1C(=O)C2C3C=CC(C3)C2C1=O)NCc1cccnc1 (configuration not stated)	-2%	?	0.4%	-1%	1.0%	-5%	4%	-1%	-1.9%	0%	5%
COc1ccc(C(=S)N2CCCC2)cc1C	-2%	7%[7.6 µM]	1.5%[0.0738 µM]	6%[7.66 µM]	0.8%	-6%[11 µM]	?	-11%[9.17 µM]	-0.1%	12%[11.4 µM]	-7%[11.4 µM]
CCCNC(=O)NC(=O)CSc1nc2ccccc2n1CC(C)C	0%	-1%	-0.5%	10%	2.2%	0%	-5%	-5%	-0.9%	-1%	0%
O=C(CSc1nc2c(sc3ccccc32)c(=O)n1CCO)NCC1CCCO1 (configuration not stated)	-4%	16%	-0.6%	-12%	-1.7%	-2%	6%	2%	1.4%	-5%	-1%
Cn1cccc1C(=O)NC(=O)COC(=O)c1ccccc1Sc1ccccc1C#N	0%	-8%	-1.1%	49%[activator]	0.4%	-8%	-3%	0%	-1.1%	5%	8%
Cc1cccc(-n2ccnc2SCC(=O)Nc2nccs2)c1C	-2%	-3%	-0.6%	3%	1.2%	-21%	3%	1%	1.2%	-2%	4%
O=C(O)c1ccc2c3c(ncnc13)-c1ccccc1C2=O	3%	-3%	1.0%[57.5 µM]	-4%	-0.6%	0%	-15%	0%	-2.7%	-4%	-3%
CCOC(=O)c1ccc2c(c1)nc(SCC(=O)c1ccco1)n2CC	-1%	?	-1.8%	13%	-0.4%	0%	-24%	0%	0.6%	13%	-17%
O=C(O)c1cccc(-n2nnnc2SCc2ccccn2)c1	-3%	2%	-0.4%	0%	2.5%	0%	5%	0%	-7.8%	1%	1%
Nc1nonc1-c1noc(-c2ccc(Br)o2)n1	-2%	2%	-2.0%	-9%	-0.5%	-3%	-1%	-8%	0.3%	-3%	1%
O=C(O)CCSc1nnnn1-c1ccccc1	10%	-7%	.	-1%	0.0%	-2%	-5%	-4%	-4.1%	1%	1%
COc1ccc2[nH]cc(CCNc3nc(-c4c(C)noc4C)nc4ccccc34)c2c1	5%[9.22 µM]	?	-0.9%	?	0.1%	-24%	?	-3%	-2.4%	0%	-4%
CC1=Nn2c(nnc2-c2ccc(F)cc2)SC1	0%	3%	-0.6%[57.5 µM]	2%	-0.5%	0%	2%	-1%	-1.4%	2%	25%
CC(=O)Nc1cc(CN2CCCCC2)c(O)c2ncccc12	0%[9.22 µM]	1%[7.6 µM]	0.2%[9.22 µM]	.	-0.7%[15.4 µM]	4µM*	52%[activator][11.4 µM]	1%[9.17 µM]	-2.5%[15.4 µM]	-5%[11.4 µM]	-20%[11.4 µM]
C#CCSc1nnc(-c2ccccc2)c(=O)[nH]1	-3%	-6%	1.0%	-1%	-0.5%	2%	5%	-3%	0.9%	-1%	-2%
CC(=O)N1CCC2(CC1)C(C#N)=C(N)Oc1n[nH]c(CSc3ccc(C)cc3)c12	-5%	-2%	1.0%[57.5 µM]	18%	-0.3%	-6%	12%	-3%	-0.6%	-1%	-4%
Cc1cc(=O)n2nc(N3CCC(C(=O)NCCc4ccccc4)CC3)sc2n1	0%	?	-3.0%	8%	0.0%	-5%	-4%	0%	-1.2%	-4%	2%
CCS(=O)(=O)N1CCCC(C(=O)NCc2ccc3c(c2)OCO3)C1 (configuration not stated)	0%	?	-2.9%	-2%	-1.1%	4%	7%	0%	-1.8%	-4%	-5%
CC(C)(CO[C@H]1C[C@H]2CC[C@@]1(C)C2(C)C)[N+](=O)[O-]	-3%[9.22 µM]	0%[7.6 µM]	2.4%[9.22 µM]	.	-0.1%[15.4 µM]	-3%[11 µM]	5%[11.4 µM]	6%[9.17 µM]	-1.4%[15.4 µM]	-2%[11.4 µM]	-7%[11.4 µM]
CCOC(=O)c1oc2c(CN3CCN(C)CC3)c(O)ccc2c(=O)c1-c1ccccc1OC	-2%	3%	0.1%	.	-1.3%	-1%	-10%	-3%	-2.7%	-2%	-5%
OC12CCCCC1C(c1ccc3c(c1)OCO3)N(Cc1cccc(F)c1)CC2 (configuration not stated)	6%	-2%	8.0%[0.369 µM]	37%[activator]	0.4%	-5%	1%	-5%	-1.1%	-6%	-2%
O=C1CCCCCN1C(=O)c1cccc(C(=O)N2CCCCCC2=O)c1	-3%	-1%	.	-12%	-0.2%	-3%	4%	-1%	2.9%	1%	10%
